Assay outcomes: PubChem BioAssay, The Scripps Research Institute Molecular Screening Center
M4 ag – human M4 muscarinic receptor agonists, primary screen, CHO-K1 cells, Fluo-8 calcium fluorescence. CHO-K1 hM4/Gqi5; vehicle 0%, full acetylcholine response 100%. actives 0.14% (n = 360,000). AID 624127, 2012. activation, % at 3 µM. Muscarinic acetylcholine receptor M4 (Homo sapiens), P08173;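 active = activation above the run mean over all test wells plus 3 SD, cut at about 32% in these data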;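 note: peak over basal fluorescence ratio per well then scaled between controls; 0% = DMSO wells and 100% = acetylcholine at EC100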
M1 ag parental – counter-screen for M1 agonists: effect in parental CHO-K1 cells | actives 0.48% (n = 360,000) | activation, % at 3 µM | Fluo-8 calcium fluorescence; scaled to maximal ATP response, vehicle zero | AID 602248, 2012; in the data active = activation above about 15%;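 note: untransfected CHO-K1 host cells lacking M1 receptor as counterscreen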
OXTR potentiator – human OXTR potentiators, primary screen, fluorescence, CHO-OTR cells, Fluo-8 calcium. Oxytocin receptor (Homo sapiens), P30559. Fluo-8 calcium fluorescence, potentiator mode; 0% = oxytocin EC15, 100% = EC100. activation, % at 3 µM. actives 0.061% (n = 320,000);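 active = activation above that plate's cutoff, the mean activation of tested compounds plus 3 SD, cut at about 6.6% in these data, passing the limit was not always enough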;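 note: 100% uses oxytocin at 75 nM as the full agonist control; some results filed as inactive read as strong as hits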
Target sequence (P30559 whole entry, looked up): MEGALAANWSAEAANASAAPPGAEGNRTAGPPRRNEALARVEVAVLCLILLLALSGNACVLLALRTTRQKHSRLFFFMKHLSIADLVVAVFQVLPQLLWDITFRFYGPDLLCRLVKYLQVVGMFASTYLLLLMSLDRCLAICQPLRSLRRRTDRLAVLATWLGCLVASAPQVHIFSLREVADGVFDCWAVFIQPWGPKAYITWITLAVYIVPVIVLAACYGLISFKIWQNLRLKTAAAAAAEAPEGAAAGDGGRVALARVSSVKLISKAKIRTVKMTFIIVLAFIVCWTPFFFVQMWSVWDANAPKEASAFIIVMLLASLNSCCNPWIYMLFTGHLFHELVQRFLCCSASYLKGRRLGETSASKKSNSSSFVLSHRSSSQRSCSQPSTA
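Assay system: CHO-OTR cells, human receptor / Also added: oxytocin at about EC15, sub-maximal agonist stimulus / Dosing: single dose, 3.0 µM nominal final compound concentration / Incubation: 6 min pre-incubation, 100 s read / Technique: Fluo-8 calcium dye fluorescence / Read-out: % activation vs EC15 and EC100 oxytocin / Benchmarks: EC15 oxytocin low, 75 nM oxytocin high / Replicates: singlicate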
CHRM1 PAM – human M1 muscarinic receptor positive allosteric modulators, primary screen, CHO-K1 cells, Fluo-8 calcium fluorescence, 1536-well. Muscarinic acetylcholine receptor M1 (Homo sapiens), P11229. CHO-K1 hM1, ACh EC20; 0% = ACh EC20, 100% = maximal ACh. activation, % at 3 µM. actives 0.088% (n = 360,000); in the data active = activation above about 19%, passing the limit was not always enough
Target sequence (P11229 whole entry, looked up): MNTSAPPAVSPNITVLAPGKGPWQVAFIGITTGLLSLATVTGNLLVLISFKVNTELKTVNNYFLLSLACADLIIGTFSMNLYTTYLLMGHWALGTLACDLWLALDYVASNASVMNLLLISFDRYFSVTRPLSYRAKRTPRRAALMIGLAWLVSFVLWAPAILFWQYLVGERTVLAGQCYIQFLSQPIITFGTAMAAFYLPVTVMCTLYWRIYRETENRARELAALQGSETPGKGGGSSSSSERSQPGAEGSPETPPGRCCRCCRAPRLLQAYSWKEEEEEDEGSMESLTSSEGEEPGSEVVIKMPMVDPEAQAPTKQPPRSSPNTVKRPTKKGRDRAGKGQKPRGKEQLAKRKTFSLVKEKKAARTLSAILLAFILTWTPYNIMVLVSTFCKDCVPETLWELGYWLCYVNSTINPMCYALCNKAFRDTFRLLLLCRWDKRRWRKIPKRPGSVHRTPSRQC
M4 antag – human M4 muscarinic receptor antagonists, primary screen, CHO cells, Fluo-8 calcium fluorescence. CHO-hM4 cells, ACh EC80. inhibition, % at 3 µM. actives 0.73% (n = 360,000). AID 624125, 2012;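 active = inhibition above its plate's cutoff, the mean inhibition of sample wells plus 3 SD, cut at about 27% in these data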;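 note: 0% = acetylcholine EC80 with DMSO and 100% = DMSO without agonist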
CHRM1 agonist – human M1 muscarinic receptor agonists, primary screen, Fluo-8 calcium fluorescence, CHO-K1 cells, HTS. actives 0.33% (n = 360,000). activation, % at 3 µM. CHO-K1 hM1, agonist mode; 0% DMSO, 100% acetylcholine EC100. Muscarinic acetylcholine receptor M1 (Homo sapiens), P11229;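 active = activation above the run's mean compound activation plus 3 SD, cut at about 16% in these data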;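 note: peak over basal fluorescence ratio within a 140 s kinetic read after compound addition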
CHO-K1 Ca antag – M1 antagonist counterscreen hit in parental CHO-K1 cells. ATP-induced calcium, Fluo-8 fluorescence. inhibition, % at 3 µM. actives 0.6% (n = 360,000). AID 602250;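 active = inhibition above a per-plate cutoff, the plate's mean sample inhibition plus 3 SD, cut at about 24% in these data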;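 note: 0% = DMSO plus EC80 ATP and 100% = DMSO alone without ATP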
CHO parental Ca – ATP-evoked calcium signal inhibitors, parental CHO, primary screen, counter-screen for OX1R antagonist project, cell-based, fluorescence, Fluo-8 calcium dye; parental CHO-K1, ATP-induced calcium, Fluo-8 fluorescence; inhibition, % at 5.6 µM; actives 0.63% (n = 330,000); AID 463079, 2010;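 active = inhibition above that plate's mean sample inhibition plus 3 SD, cut at about 26% in these data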;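 note: 0% = ATP-challenged DMSO wells and 100% = DMSO wells without ATP; some compounds past the cut are filed as inactive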
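Measured by: calcium-sensitive Fluo-8 fluorescence / Test system: CHO parental line / Controls: ATP-challenged DMSO wells low, unchallenged DMSO wells high / Measure: % inhibition / Compound: single nominal dose of 5.6 µM per compound / Replicates: single well per compound, no replicates / Reagent: ATP as calcium-mobilizing challenge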
M1 antag – human M1 muscarinic receptor antagonists, primary screen, CHO-K1 cells, Fluo-8 calcium fluorescence, 1536-well. CHO-K1 hM1, ACh EC80 antagonist. inhibition, % at 3 µM. actives 1.3% (n = 360,000);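 active = percent inhibition above its own plate's cutoff, namely the mean of that plate's compound wells plus 3 SD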;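 note: peak over basal fluorescence ratio during 140 s after agonist addition; 0% = ACh EC80 plus DMSO and 100% = DMSO alone without agonist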
An asterisk follows results filed as active; nt = no result given.

SMILES	M4 ag	M1 ag parental	OXTR potentiator	CHRM1 PAM	M4 antag	CHRM1 agonist	CHO-K1 Ca antag	CHO parental Ca	M1 antag
NC(=O)c1ccc[n+](CC(=O)c2cccc([N+](=O)[O-])c2)c1	2.6	0.3	-4.1	5.1	2.4	-4.4	-16.9	3.3	-9.4
COc1ccccc1NCC(=O)NNCC(=O)Nc1ccc(F)c(Cl)c1	0.4	0.1	-14.4	3.2	-5.1	-3.7	3.5	-15.8	-3.7
CC(C)NC(=O)c1ccc2c(c1)N(CC(=O)N1CCCCC1)C(=O)C(C)(C)O2	-0.4	1.3	-5.5	9.4	-14.8	-3.0	-13.2	0.6	-14.0
COc1cccc(CN2CCNC(=O)C2CC(=O)NCc2cn3ccccc3n2)c1OC (stereo unspecified)	-0.5	-0.3	1.0	2.1	0.3	-3.1	-6.2	5.7	-7.2
CCN1CCN(c2cc(C)c3cc(NC(=S)NCCCOC)ccc3n2)CC1	0.8	0.5	-4.9	6.7	-16.6	-8.0	-10.2	4.3	-8.0
CC(=O)Nc1nnc(SCC(=O)NC(C)(C)C)s1	0.9	0.4	7.8	7.6	-2.4	-3.7	-15.1	-4.9	-12.7
Cc1ccccc1OCC(=O)NNC(=O)c1ccc2c(=O)n3c(nc2c1)CCC3	1.2	0.2	-4.4	13.4	-8.2	-3.9	-0.4	-25.5	-17.6
CCn1c(CNC(=O)c2ccco2)nnc1SCC(=O)Nc1cc(F)ccc1C	2.8	0.0	6.0	3.8	-0.3	-3.6	-6.0	-8.4	1.3
O=C(c1ccc(Sc2ccc(F)cc2)c([N+](=O)[O-])c1)N1CCOCC1	17.3	6.7	-13.8	-4.5	16.0	-3.0	-10.7	4.8	9.3
CC(C)CC(NC(N)=O)C(=O)NCc1ccccc1Cl (stereo unspecified)	0.1	0.1	-0.9	-2.0	6.5	-9.9	-5.9	-21.1	6.5
CCCCNC(=O)CNC(=O)c1nn(-c2ccc(OC)cc2)c(=O)c2ccccc12	4.8	1.3	-2.7	10.9	-3.4	-3.9	-4.7	-20.2	-11.3
Cc1ccc(OCc2cc(C(=O)N3CCN(c4ccccc4)CC3)no2)cc1C	1.2	1.1	-9.7	11.4	7.6	-1.9	-9.4	-19.9	-16.7
Cc1ccc(CNC(=O)CCc2nnc3ccc(N4CCC5(CC4)OCCO5)nn23)cc1	0.9	1.0	-7.9	5.6	2.2	-3.5	-8.0	-12.3	-9.3
CC(C(=O)OCC(=O)Nc1ccc(S(=O)(=O)N2CCCCC2)cc1)N1C(=O)c2ccccc2C1=O (stereo unspecified)	12.5	3.9	-18.9	-2.7	-4.2	-2.0	-2.2	0.9	11.7
Cc1cc(C)n(CC(=O)NC2CCCc3c2cnn3-c2ccccc2F)n1 (stereo unspecified)	-0.3	1.1	-6.3	2.3	3.5	-5.3	-6.4	-6.3	-7.5
COc1ccc(-c2nc(CCl)cs2)cc1OC	2.8	0.5	-5.8	9.5	-11.8	-1.1	6.8	2.2	-4.0
CCN(CC(=O)NCCc1ccc(F)cc1)Cc1nc2ccccc2c(=O)[nH]1	1.3	1.3	1.0	5.5	-2.7	-0.9	-2.5	-24.3	-17.6
C=CCc1cc(C)ccc1OCCOCCN1CCN(C)CC1	1.2	0.7	-8.7	17.4	1.7	-7.1	-3.0	-4.1	-25.4
c1ccc(CCn2nnnc2C(c2cccs2)N2CCN(Cc3ccc4c(c3)OCO4)CC2)cc1 (stereo unspecified)	0.7	-0.2	-2.5	-1.2	-0.4	-2.5	-2.5	-8.5	-8.3
O=C(Nc1ccc2nc(-c3ccccn3)[nH]c2c1)C1CCCCC1	1.0	0.6	-11.9	3.4	5.6	-2.6	-14.7	-14.4	0.0
COC(=O)C1=C(C(=O)OC)[C@@H]2N(Cc3ccccc3)c3ccccc3[C@@]23C[C@@H](C(=O)OC)N(C(=O)c2cc(C)oc2C)C3=N1	1.1	1.2	-4.1	-4.1	-8.6	-6.9	-11.1	-27.2	7.9
CCOC(=O)C1=CN2CCC[C@H]2CC1=O	3.2	0.2	-4.4	0.5	3.6	-9.5	-11.3	-1.4	7.2
CCc1ccc(N(CC)C(=O)c2ccc3c(Cl)c4c(nc3c2)CCC4)cc1	0.4	-0.4	-9.4	9.1	-16.2	0.3	13.2	-0.9	1.9
CCOC(=O)CNC(=O)CSc1nnc(-c2c[nH]c3ccccc23)n1CC	0.1	0.8	-1.4	4.7	8.2	-3.4	-6.6	-12.3	-7.3
CC(C)NC(=S)N(CCc1ccncc1)C(C)C	0.5	0.6	-10.5	4.8	-5.1	-2.7	-17.5	-8.8	-26.3
COc1ccc(C(=O)CSc2nnc(CN3CCCC3)n2-c2ccc(F)cc2)c(OC)c1	1.9	10.0	-5.9	-5.3	-3.8	-10.1	0.0	-4.1	14.1
COc1ccc(C(=O)NC2CCN(CC(=O)NCc3cccc(OC)c3)CC2)cc1	1.9	-0.3	0.8	12.1	4.5	-5.2	-1.0	-8.9	-0.8
Cc1cc(C)c2[nH]c(=O)c(CN(Cc3ccco3)C(=S)NCC3CCCO3)cc2c1 (stereo unspecified)	4.5	2.5	-3.0	2.2	-9.5	-9.8	-4.5	-20.2	-12.0
O=C(c1ccc2nc(N3CCOCC3)sc2c1)N1CCN(c2ccc(Cl)cc2)CC1	0.1	1.3	-0.5	0.1	10.5	-2.5	-5.8	-9.9	-2.3
Cc1nnnn1/C(=C\c1ccccc1)C(=O)OCC(=O)NC(C)(C)C	1.9	0.6	-3.0	-4.3	-15.5	-0.8	-13.1	-1.0	6.1
CC(=O)C1=C(O)C(=O)N(Cc2ccccc2)C1c1ccc(Br)cc1 (stereo unspecified)	0.7	0.1	-3.1	6.5	4.2	-1.9	1.8	0.7	-6.5
CCOc1ccc2c(c1)OC1(CCC(C)C1)CC2=O (stereo unspecified)	0.9	-0.6	-2.7	-3.0	-8.1	-6.9	-10.3	-2.6	8.8
COc1ccc(CCNC(=O)C2CCCN2C(=O)Nc2cccc(OC)c2)cc1 (stereo unspecified)	-0.5	0.0	0.8	2.7	11.0	-4.5	-9.2	-13.6	0.9
CCCn1c(=O)c2sccc2n2c(CCCC(=O)NCc3ccco3)nnc12	1.2	0.9	-10.3	11.1	2.2	-2.3	-7.9	-19.9	-20.6
Cn1c(N)c(C(=O)COC(=O)c2ccc(Cl)c(S(=O)(=O)N3CCCCC3)c2)c(=O)n(C)c1=O	0.3	0.3	-4.4	5.4	6.2	-5.0	-4.3	2.3	5.6
Nc1cccc2cnccc12	1.5	1.5	2.0	2.6	-14.2	4.7	-10.8	-6.4	-16.4
O=S(=O)(c1cccc2nsnc12)N1CCc2ccccc21	1.4	2.0	nt	0.5	7.4	-2.4	14.3	nt	4.1
COc1cccc(N2CCN(C(=O)c3cc4c(s3)CCCCC4)CC2)c1	3.2	1.1	-4.9	1.9	-4.0	-5.0	-13.2	-14.6	2.0
COc1ccc(S(=O)(=O)N2CCOCC2)c(Cl)c1Cl	2.2	1.2	1.3	5.3	-4.5	-5.8	-5.9	9.6	-2.0
CNc1ncnc2c1ncn2[C@H]1CN(Cc2cccnc2)C[C@@H](CO)O1	0.4	0.4	nt	7.1	-5.4	3.3	14.8	nt	-3.9
O=C(c1ccoc1)N1CCC(CO)(CCc2ccccc2)CC1	1.4	3.0	1.1	12.7	-3.5	-1.6	-5.1	-3.1	-13.7
Cc1cc(CNC(=O)C2(C(F)(F)F)C/C(=C\CCO)CCCO2)nn1C (stereo unspecified)	0.3	-0.6	-5.6	17.1	-4.8	5.1	9.1	-4.5	-12.9
Cc1nn(-c2ccccc2)c(C)c1/C=N\N1CCN(c2ccc(Cl)cc2)CC1	1.2	1.4	-10.3	3.6	0.7	-4.5	-22.6	0.3	2.9
O=C(/C=C/[C@H]1O[C@@H](n2cnc3c(NC(=O)c4ccccc4)ncnc32)[C@H](O)[C@@H]1O)NCc1cccc2ccccc12	-0.2	-0.8	nt	11.5	-7.2	2.9	2.4	nt	-33.5
Cc1c(C(=O)C(=O)N2CCN(Cc3ccc4c(c3)OCO4)CC2)c2ccccc2n1C	9.1	6.4	-13.6	3.6	2.3	-0.9	-8.0	-15.9	-11.2
Cn1c(=O)oc2cc(S(=O)(=O)N3CCC(C(=O)NCc4ccc(F)cc4)CC3)ccc21	0.9	0.2	-3.7	3.2	-16.1	-0.3	-5.5	-4.3	-8.9
CCCOC1CCCN(C(=O)c2ccc(OC3CCN(Cc4ccccn4)CC3)cc2)C1 (stereo unspecified)	0.4	1.1	-15.8	4.8	11.6	-6.2	-1.3	-9.0	-11.7
O=C(Cc1ccc(Cl)cc1)NNC(=O)Nc1cccc2ccccc12	1.0	0.5	-3.9	-9.8	-6.8	-1.3	-6.2	1.2	6.3

Compound profiles, from the list above. Order of values: M4 ag, M1 ag parental, OXTR potentiator, CHRM1 PAM, M4 antag, CHRM1 agonist, CHO-K1 Ca antag, CHO parental Ca, M1 antag
O=S(=O)(c1cccc2nsnc12)N1CCc2ccccc21 as listed: 1.4, 2.0, nt, 0.5, 7.4, -2.4, 14.3, nt, 4.1
COc1ccc(S(=O)(=O)N2CCOCC2)c(Cl)c1Cl as listed: 2.2, 1.2, 1.3, 5.3, -4.5, -5.8, -5.9, 9.6, -2.0
CNc1ncnc2c1ncn2[C@H]1CN(Cc2cccnc2)C[C@@H](CO)O1 as listed: 0.4, 0.4, nt, 7.1, -5.4, 3.3, 14.8, nt, -3.9

Continued.
SMILES	M4 ag	M1 ag parental	OXTR potentiator	CHRM1 PAM	M4 antag	CHRM1 agonist	CHO-K1 Ca antag	CHO parental Ca	M1 antag
COc1ccc(Cl)cc1S(=O)(=O)N1CCC(C(=O)NCCc2ccccc2)CC1	5.3	3.0	0.5	11.0	0.8	0.3	-4.0	-3.3	-18.6
COc1ccc(C(=O)C2CCCN(C(=O)c3ccoc3C)C2)cc1F (stereo unspecified)	2.2	14.7	-1.4	10.2	8.3	-2.2	-11.0	-11.0	-13.2
COc1ccc(Nc2ncnc3c2c(C)c(C)n3CCCN(C)C)cc1	2.1	0.6	-9.6	-0.2	5.6	-11.6	-2.7	-1.2	-0.8
CN1c2ccccc2C(=O)/C(=C\Nc2ncccn2)S1(=O)=O	9.8	2.5	-4.3	-1.8	13.4	-3.1	-4.9	-17.9	6.1
CCCNC(=O)C1(C)CCCN(Cc2noc(-c3c(C)noc3C)n2)C1 (stereo unspecified)	1.1	1.1	nt	4.2	-5.0	-4.9	-11.5	nt	-9.8
Cc1ccc2c(c1)nnn2C1CCN(CC(=O)N(c2ccccc2)c2ccccc2)CC1	0.3	3.5	-3.0	-21.8	18.9	-8.0	-5.7	7.9	33.5*
